ALOX12 inh: blocks human arachidonate 12S-lipoxygenase; Potency, µM (series often up to 108 µM), for the others: at the top dose activity change, negative = inhibition, actives largely listed as inhibitors; AID 1671190; actives 1.1% (n = 580,000); purified 12hLO, xylenol orange hydroperoxide absorbance; also: potency is read from the fitted curve at half-maximal effect; % is scaled to controls: 0 for no effect and ±100 for the full control effect
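Hydroperoxide product was detected by ferrous iron/xylenol orange as the 573 to 405 nm absorbance ratio. Arachidonic acid at 40 uM (final) was turned over for 30 min at room temperature by 150 nM human 12hLO, pH 7.0 Hepes buffer, after 15 min compound preincubation.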
Pol kappa inh: DNA polymerase kappa (human) inhibition. Potency, µM (series often up to 107 µM), for the others: top-dose activity, negative = inhibition, most hits filed as inhibitors. AID 588579. actives 0.53% (n = 400,000). Q9UBT6. purified Pol kappa, fluorescent DNA synthesis assay, 10 min; also: potency is read from the fitted curve at half-maximal effect; % is scaled to controls: 0 for no effect and ±100 for the full control effect
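Kinetic fluorescence readout at 0 and 10 min followed reaction start with substrate at 50 nM final. Beforehand, enzyme (10 nM Pol kappa) stood 15 min with compound at room temperature; buffer-only wells were negative controls.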
APE1 inh: blocks human APE1 abasic DNA cleavage; recombinant APE1, TAMRA/BHQ-2 abasic DNA cleavage fluorescence; Potency, µM (highest dose often 65.8 µM), inactives show top-dose activity change, negative = inhibition, hits mostly inhibitors; P27695; actives 0.35% (n = 350,000);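 also: potency is read from the fitted curve at half-maximal effect; plate controls were vehicle for no effect and reference inhibitor for full effect; nearly all actives have a fitted effect of over 55% in size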
Target sequence (P27695 whole entry, looked up): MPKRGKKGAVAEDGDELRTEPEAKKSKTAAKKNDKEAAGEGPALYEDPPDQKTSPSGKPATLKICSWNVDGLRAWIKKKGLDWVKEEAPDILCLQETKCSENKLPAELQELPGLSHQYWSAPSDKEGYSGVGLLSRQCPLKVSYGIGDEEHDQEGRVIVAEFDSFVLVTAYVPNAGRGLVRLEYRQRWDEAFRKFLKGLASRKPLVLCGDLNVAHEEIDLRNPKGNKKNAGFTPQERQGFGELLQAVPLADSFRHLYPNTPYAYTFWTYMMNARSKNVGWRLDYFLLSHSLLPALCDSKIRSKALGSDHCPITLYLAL
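Quantitative HTS: incision of a TAMRA/BHQ-2 double-stranded substrate bearing a tetrahydrofuran abasic site by 0.75 nM APE1 raises fluorescence. Substrate 50 nM final, added after 15 min compound preincubation at room temperature; progress as third-minus-first kinetic read difference.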
Anesthetic bind: binds horse apoferritin like a general anesthetic. AID 485281. Potency, µM (titrated, usually from 77.5 µM), inactives show at the top dose activity change, negative = displacement, hits mostly inhibitors. P02791. apoferritin/1-aminoanthracene competitive binding, fluorescence. actives 0.074% (n = 350,000); also: potency is read from the fitted curve at half-maximal effect; % is scaled to controls: 0 for no effect and ±100 for the full control effect; nearly all actives have a fitted effect of over 20% in size
Target sequence (P02791 2-175 limits assumed): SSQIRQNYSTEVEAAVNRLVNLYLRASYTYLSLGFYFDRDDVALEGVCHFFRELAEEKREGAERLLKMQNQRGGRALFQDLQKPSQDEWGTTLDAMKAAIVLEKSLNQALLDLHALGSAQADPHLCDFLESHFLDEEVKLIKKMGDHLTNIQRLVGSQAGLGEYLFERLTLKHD
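Horse-spleen apoferritin (10 uM) in 50% saturated 1-aminoanthracene in PBS was incubated 10 min at room temperature with compound. Fluorescence (ex 380, em 535 nm) was normalized to free and bound 1-AMA, with concentration-response fitted by a four-parameter Hill equation.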
POLB inh: blocks human DNA polymerase beta activity. P06746. Pol beta primer extension/strand displacement, fluorescence kinetic. Potency, µM (doses to about 114 µM), for the others: top-dose activity change, negative = inhibition, usual class: inhibitors. actives 1.3% (n = 340,000); also: potency is read from the fitted curve at half-maximal effect; % is scaled to controls: 0 for no effect and ±100 for the full control effect
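Pol beta (10 nM) and compounds were preincubated 15 min at room temperature, then 50 nM substrate (final) started primer extension/strand displacement. Reads were taken at 0 and 10 min; concentration-response data were fitted to a four-parameter Hill equation.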
Pol iota inh: inhibitors of human DNA polymerase iota. Pol iota fluorescent replication assay, 10 min. Potency, µM (titrated, usually from 115 µM), inactives show top-dose activity, negative = inhibition, usual class: inhibitors. actives 1% (n = 390,000). AID 588590; also: potency is read from the fitted curve at half-maximal effect
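Fluorescent replication assay read twice, at 0 min and 10 min after adding 50 nM (final) substrate. Enzyme (10 nM) and compounds were first incubated 15 min at room temperature; enzyme-free buffer wells were negative controls.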
ERG Ets-DNA blk: inhibitors of human ERG Ets domain-DNA interaction; P11308; fluorescence polarization, His-ERG Ets domain / labelled DNA; Potency, µM (series often up to 76.9 µM), for the others: top-dose FP activity, negative = inhibition, actives largely listed as inhibitors; actives 0.028% (n = 370,000); AID 624246; active = well fitted inhibition curve with a large enough effect in the polarisation, with a control signal flat; inconclusive = small, poorly fitted or top-dose-only effect, or effect the other way, or a change in a side signal; inactive = no such curve, though single readings can be large or run the other way; the % refers to the polarisation;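 also: polarization taken with two DNA probes labelled with fluorescein and Texas red; potency is read from the fitted curve at half-maximal effect; % of control where 0% means no effect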
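His-tagged ERG Ets domain (1 uM in the protein solution; 300mM KCl, 50mM Tris-HCl, 1mM EDTA, 1mM DTT, pH 7.5) received compound, then a probe mix of 5 nM fluorescein-DNA and 100nM Texas-615-DNA. Fluorescence polarization was read for both dyes.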
BLM helicase inh: Bloom syndrome helicase (human) inhibition; P54132; recombinant BLM DNA unwinding, fluorescence dequenching; Potency, µM (top dose mostly 56.1 µM), without a hit: at the highest dose activity change, negative = inhibition, actives largely listed as inhibitors; actives 0.2% (n = 350,000);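 also: potency is read from the fitted curve at half-maximal effect; plate controls were vehicle for no effect and no enzyme for full effect; nearly all actives have a fitted effect of over 35% in size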
TRHR ag: activates the human TRH receptor | TRHR cells, calcium flux fluo-8, FDSS agonist mode | AID 493084 | P34981 | actives 0.18% (n = 360,000) | activation, % at 2 µM; in the data active = activation above about 30%; also: 0% is about no effect
Target sequence (P34981 whole entry, looked up): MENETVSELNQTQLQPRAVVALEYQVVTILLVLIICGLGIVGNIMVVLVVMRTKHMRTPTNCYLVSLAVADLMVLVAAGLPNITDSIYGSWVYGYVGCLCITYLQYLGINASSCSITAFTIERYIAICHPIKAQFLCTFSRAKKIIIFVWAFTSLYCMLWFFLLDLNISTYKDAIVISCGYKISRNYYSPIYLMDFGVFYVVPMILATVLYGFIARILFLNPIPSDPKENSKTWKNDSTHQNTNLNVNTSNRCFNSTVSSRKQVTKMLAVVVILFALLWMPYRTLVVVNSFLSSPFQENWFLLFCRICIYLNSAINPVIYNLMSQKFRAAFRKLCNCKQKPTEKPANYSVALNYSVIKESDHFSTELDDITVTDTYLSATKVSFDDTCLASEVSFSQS
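Agonist-mode FDSS calcium read (Ex 480/Em 530, 1 s cycles) in 1536-well TRHR cells with fluo-8 dye, after 10-cycle baseline and 23 nL compound addition; TRH at EC20 (10 nM final) added afterwards for the enhancer phase.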
Starred values were filed as active, the others as inactive; u = inconclusive; x = no result given; & = joins results of further samples; [ ] = another dose, or the depositor's remark. Unless noted, calls follow the shape of the dose curve; as a rule, active = well fitted curve in the direction sought with a large enough effect; inconclusive = small, poorly fitted or top-dose-only effect, or another doubt; inactive = no such curve, though single readings can be large; an effect the other way counts as inactive or inconclusive.

Compound | POLB inh | ALOX12 inh | APE1 inh | Anesthetic bind | Pol kappa inh | ERG Ets-DNA blk | TRHR ag | BLM helicase inh | Pol iota inh
Cc1ccc(NC(=O)O/N=C/c2ccc(Br)cc2)cc1 | 9.6% | 0.0% | 17.0% | u | -2.1% | 12.8% | 0.0 | -2.3% | -3.2%
CN(C)Cc1c(O)ccc2occ(C(=O)c3ccccc3)c12 | 40.8% | -25.1% | -4.9% | -18.3% | -4.8% | 7.5% | -0.5 | -3.3% | -9.1%[58.9 µM]
CCn1c(=O)c2c(nc3n2CCS3)n(C)c1=O | u | -18.2% | 8.5% | -7.4% | 1.8% | 1.1% | -0.3 | 0.8% | 5.2%
OCC[C@H]1C[C@@H](O)[C@H](O)[C@]2(Cc3ccccc3CCO2)O1 | x | 13.6% | -4.2% | x | 4.9% | -3.5% | 0.1 | x | 21.8%
CCCOc1ncnc2c1[nH]c1ccccc12 | 1.4% | 0.0% | -11.2% | -11.4% | -4.2% | 13.7% | -0.4 | -5.7% | 16.9%
O=C1NC(c2ccccc2)=C(c2ccccc2)C1=O | 21.5% | u | 4.4% | 1.4% | 1.0% | -8.4% | 0.6 | 2.1% | -12.1%
COC(=O)[C@H](CC(C)C)NS(=O)(=O)c1ccccc1 | 8.9% | 7.5% | 15.9% | -10.5% | -10.5% | 0.6% | -0.2 | -0.4% | 62.3%[activator]
COc1cc([C@H]2[C@@H]3CCCC[C@]3(O)CCN2Cc2ccccc2F)ccc1O | 6.1% | -8.5%&-28.1% | -3.4% | -11.2% | -4.9% | 11.7% | -0.6 | -2.6% | 1.2%
CNc1ccc(/C=C(\C#N)C(=O)Nc2ccccn2)cc1[N+](=O)[O-] | -19.9% | 1.1% | 55.6%[activator] | 8.4% | -24.3% | -11.7% | 0.8 | -0.4% | -6.8%
O=c1c2c(n3nnnc3n1Cc1ccccc1)-c1ccccc1CC21CCCC1 | 17.1% | 2.2% | -7.2% | -7.4% | -1.3% | 8.7% | -0.4 | -2.1% | 1.5%
CC(C)C[C@@H]1NC(=O)N(CCCn2ccnc2)C1=O | 25.2% | -18.8% | 2.6% | -8.6% | -4.4% | -5.3% | 0.5 | -1.2% | -4.8%
O=C(NNc1ccc(Cl)cc1)c1sccc1Cl | 34.4% | u | 0.6% | 4.8% | -7.0% | 4.5% | 0.7 | -7.8% | u
COc1ccc(-n2c3c(cc(-c4nc(-c5ccc(Cl)cc5)cs4)c2=O)C(=O)CC(C)(C)C3)cc1 | -8.5% | -4.1% | x | -14.3% | 7.1% | 2.6% | 1.6 | -6.2% | 20.3%
COc1ccc(NC(=O)CN(C)C(=O)CN2C(=O)NC3(CCCC3)C2=O)cc1 | x | -11.9% | 2.6% | x | 0.6% | x | 0.4 | x | 17.6%
CC(NC(=O)C1CCN(S(=O)(=O)c2cccs2)CC1)c1cccc(Cl)c1 (centres undefined) | x | 242.0%[activator] | 1.5% | x | -18.7% | -1.4% | -0.6 | x | 12.2%
O=C(CCCCCN1C(=O)[C@@H]2Cc3ccccc3CN2C1=O)N[C@@H](Cc1ccc(O)cc1)C(=O)O | -2.5% | -1.4% | 4.9% | 264.6%[activator] | -10.4% | 1.2% | -0.6 | 0.3% | 7.5%
N/C(=N\OC(=O)CCc1ccccc1)c1cccc(Br)c1 | 5.3% | 18.3% | -2.5% | u | -0.9% | 11.7% | -0.2 | -6.3% | 36.6%[activator]
CCOC(=O)C1CCN(C(=O)CCCn2c(=O)c3cccn3c3cccnc32)CC1 | 25.7% | -0.4% | 72.7%[activator] | 6.6% | -11.3% | -0.7% | 0.1 | -1.6% | 27.1%
CCC(=O)N[C@@H]1Cc2ccccc2[C@@H](c2ccccc2)C1 | x | 0.0% | -5.2% | x | -5.5%[19.4 µM] | x | x | -11.1% | x
COc1ccc(/C=C2\Oc3cc(OCC(N)=O)ccc3C2=O)cc1OC | u | u | -3.9% | 6.1% | -27.3% | 11.1% | 6.2 | -4.3% | u
Cc1ccc(S(=O)(=O)Oc2ccc(/C=N/NC(=O)c3c(Cl)cnn3C)cc2)cc1 | 10.0% | u | 0.7% | -23.2% | -0.1% | -0.7% | 0.4 | -5.3% | 12.7%
CCCCN(CC)CCNC(=O)c1cc2c(=O)n(C)c3ccccc3c2s1 | -0.6% | 0.0% | -11.4% | -8.0% | -9.9% | -8.5% | 0.4 | 75.8%[activator] | -4.1%
FC(F)(F)c1cc(CCN2CCNC[C@@H]2c2ccccc2)cc(C(F)(F)F)c1 | x | 1.3% | -23.4% | x | -18.3% | 0.5% | x | x | 7.4%
COc1ccc(Cl)c2sc(NC(=O)c3ccc(S(=O)(=O)N4CCCC4)cc3)nc12 | 30.4% | u | x | 2.8% | 1.9%[60.1 µM] | 5.6% | 0.4 | -3.0% | 23.2%
Oc1ccccc1C=NCC(O)c1ccccc1 (centres undefined) | 0.7% | -20.7% | 1.2% | -5.2% | 3.0% | -14.4% | -0.6 | 2.6% | 24.8%
CCOc1ccc(C(=O)Nc2ccc(S(=O)(=O)N3CCOCC3)cc2)cc1OCC | 8.5% | -1.5% | 4.1% | u | -5.8% | 2.9% | -0.3 | 0.4% | 2.3%
COc1cc(C(=O)Nc2sc(C)c(C)c2C(=O)O)cc(OC)c1OC | 8.6% | u | 2.2% | -1.7% | -12.6% | 0.1% | -2.0 | 2.5% | u
CN(C)/C=N/c1sc2c(c1C#N)CCC2 | 24.4% | -6.3%[57.4 µM] | -2.6% | -6.5% | -3.8% | x | -0.3 | -5.8% | 16.0%
Cc1ccc(C(CC(=O)O)NC(=O)c2ccc(S(=O)(=O)N3CCCC3)cc2)cc1 (centres undefined) | x | 2.9% | 4.5% | x | -4.1% | 12.5% | 0.4 | x | 37.7%[activator]
CCOc1ccc(CCNC(=O)COC(=O)c2cccc(N(C)C)c2)cc1OCC | x | 20.1% | 9.7% | x | -8.8% | -20.7% | -0.4 | x | 18.7%
COc1ccccc1N1CCN(Cc2nc(-c3cc(OC)c(OC)c(OC)c3)no2)CC1 | 0.9% | 3.2% | x | 41.9%[activator] | -22.1% | -2.9% | -1.3 | -8.2% | 38.2%[activator]
CCOC(=O)c1ccc(N2C(=O)C3C(C2=O)C(C(=O)c2ccc(Cl)cc2)N2CCCC32)cc1 (centres undefined) | 1.2% | -62.2% | -7.1% | u | -0.1% | -3.2% | 9.0 | -10.3% | -15.5%
CCCCCC(O)(CCN1CCCCC1)c1ccc(OCC)cc1 (centres undefined) | 5.2% | u | 6.8% | -12.3% | 5.2% | 4.2% | -0.2 | -1.5% | 48.5%[activator]
Cc1c(C(=O)NCCSCc2c(F)cccc2Cl)cnn1-c1ccc(Cl)cc1 | -19.5% | 0.0% | 2.0% | 3.7% | -11.1% | 2.2% | 1.7 | -11.2% | 35.5%[activator]
C[C@H]1CN(S(=O)(=O)c2ccc3c(c2)OCCO3)CCN1S(=O)(=O)c1c(F)cccc1F | x | 14.9% | 7.0% | x | -4.9% | x | -1.0 | x | u
CCOc1ccc(Br)cc1S(=O)(=O)NC1CCCC1 | x | -11.2% | 18.7% | x | -4.3% | -19.6% | -0.4 | x | 17.1%
CCN1C(=O)[C@H]2[C@@H](c3ccc(-c4ccc(C(C)=O)cc4)cc3)N3CCC[C@@]3(C(=O)OC)[C@H]2C1=O | x | u | -21.8% | x | -18.4% | 6.9% | 0.2 | x | -9.1%
CC(C)OC(=O)NCCOC(=O)Nc1ccc(Cl)c(Cl)c1 | 0.3% | -6.6% | 4.9% | 6.7% | -7.0% | -6.7% | 2.5 | -1.9% | 14.1%
Cc1ccc(NC(=O)CC2S/C(=N/N=C3\CCCc4ccccc43)NC2=O)cc1 (centres undefined) | -6.6% | -1.2% | -7.6% | -22.8% | -7.9% | 0.3% | -0.1 | -12.0% | 68.5%[activator]
Cc1ccc(N2CC(C(=O)NCCS(=O)(=O)N3CCN(c4ccccc4F)CC3)CC2=O)cc1 (centres undefined) | 12.2%&0.7% | 9.0%&-13.1% | 23.5% | -1.4%&-5.1% | -5.9% | -2.7%&2.0% | -0.9&-0.2 | -3.6%&-4.1% | 26.0%&-5.1%
Nc1nc(SCC(=O)Nc2cc(C(F)(F)F)ccc2N2CCOCC2)n[nH]1 | -6.1% | 2.5% | 2.3% | -2.0% | -3.6% | 7.6% | 0.7 | -0.1% | 85.9%[activator]
CCN(CC)C(=O)C(C)OC(=O)COc1ccc(Cl)cc1C (centres undefined) | -28.0% | -17.9% | -8.6% | -10.8% | -18.1% | 1.8% | 0.0 | -2.8% | 3.1%
Cc1[nH]n(-c2ccccc2)c(=O)c1N=Nc1c(O)cc(S(=O)(=O)N(C)C)c2ccccc12 | x | -19.6% | 19.1% | x | -9.1% | 11.1% | 0.3 | x | 30.1%
CCOC(=O)c1cc(C)n(Cc2ccc(OCC)c(OC)c2)c1C | 3.9% | -12.2% | 12.2% | 2.1% | -9.3% | 0.2% | -0.8 | -20.9% | 20.1%
CC(=O)Oc1ccc(NC(=O)Cc2ccccc2)c(C(=O)O)c1 | 18.6% | -8.9% | -8.6% | -5.0% | 4.4% | -0.2% | 0.5 | -4.5% | 27.5%
COc1cc(NC(=S)N2CCCC(CO)C2)cc(OC)c1 (centres undefined) | 79.9% | 1.9% | 1.2% | u | -3.9% | 0.9% | -0.2 | -2.3% | 71.5%[activator]
N#Cc1c(C(F)(F)F)cc(-c2cccc(Cl)c2)[nH]c1=O | -25.0% | 6.0% | -0.9% | 189.3%[activator] | 0.8% | -3.6% | -0.2 | 4.5% | -12.1%
COc1ccc(OC)c(NC(=O)CSc2nnc3ccc(-c4ccccn4)nn23)c1 | x | -26.7% | 1.3% | x | 0.0% | 6.0% | -0.6 | x | 15.2%

This is a subset; rates above refer to the full screens.
